# TAAR1 antag: human TAAR1 antagonism; Q96RJ0; CHO RD-HGA16 TAAR1, Fluo-8 calcium fluorescence, antagonist; inhibition, % at 3 µM; 360,000 compounds, 1.5% hits; AID 624466;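 active = inhibition above a per-plate cutoff, the mean inhibition of test compounds on that plate plus 3 SD, cut at about 49% in these data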;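 also: 0% = DMSO plus EC80 beta-PEA response and 100% = DMSO alone without agonist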
#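 System: CHO RD-HGA16 cells bearing hTAAR1. Reagent: EC80 β-phenethylamine stimulus. Schedule: seeding 17-24 h prior, 75-min 37 °C, 30-min RT dye loading. Signal: Fluo-8 intracellular calcium dye fluorescence, real-time kinetic reads. Read-out: % inhibition from peak post-agonist over basal fluorescence ratio. Benchmarks: vehicle wells and EC80 agonist wells. Replicates: n of 1.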
# CHO-K1 Ca antag: M1 antagonist counterscreen hit in parental CHO-K1 cells; inhibition, % at 3 µM; 360,000 compounds, 0.6% hits; ATP-induced calcium, Fluo-8 fluorescence;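 active = inhibition above a per-plate cutoff, the plate's mean sample inhibition plus 3 SD, cut at about 24% in these data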;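 also: 0% = DMSO plus EC80 ATP and 100% = DMSO alone without ATP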
# CHO-K1 Ca PAM: M1 PAM counterscreen hit in parental CHO-K1 cells | activation, % at 3 µM | 360,000 compounds, 0.02% hits | ATP EC20, Fluo-8 calcium fluorescence; 0% at ATP EC20, 100% at ATP max | AID 602247;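 active = activation above the run cutoff, the mean activation of all test compounds plus 3 SD, cut at about 40% in these data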;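 also: peak over basal fluorescence ratio in a 140 s read after ATP addition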
# CHO parental Ca: counter-screen: ATP calcium response change in parental CHO cells; 330,000 compounds, 0.63% hits; parental CHO-K1, ATP-induced calcium, Fluo-8 fluorescence; inhibition, % at 5.6 µM;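 active = inhibition above that plate's mean sample inhibition plus 3 SD, cut at about 26% in these data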;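 also: 0% = ATP-challenged DMSO wells and 100% = DMSO wells without ATP; some compounds past the cut are filed as inactive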
#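 Material: parental CHO cells / Compound: single nominal dose of 5.6 µM per compound / Signal: Fluo-8 fluorescence / Replicates: singlicate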
# M1 ag parental: nonselective activator or artifact in parental CHO-K1 cells. 360,000 compounds, 0.48% hits. AID 602248. Fluo-8 calcium fluorescence; scaled to maximal ATP response, vehicle zero. activation, % at 3 µM; in the data active = activation above about 15%;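 also: untransfected CHO-K1 host cells lacking M1 receptor as counterscreen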
# TAAR1 agonist: agonists of human TAAR1. 360,000 compounds, 0.99% hits. CHO RD-HGA16 TAAR1, Fluo-8 calcium fluorescence; vehicle wells 0%, saturating PEA agonist 100%. activation, % at 3 µM;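 active = activation above the mean activation of all test compounds in the run plus 3 SD, cut at about 38% in these data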
#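 System: CHO-derived RD-HGA16 cells with stable Gα16 and human TAAR1. Times: 17-24 h plating, Fluo-8 75 min 37 °C, 30 min RT. Measured by: calcium-sensitive Fluo-8 signal, excitation 470-495, emission 515-575 nm. Read-out basis: % activation relative to PEA EC100 response. Control set: DMSO and PEA EC100. Repeats: no replicates (n 1).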
# M1 antag: human CHRM1 antagonism; P11229; inhibition, % at 3 µM; 360,000 compounds, 1.3% hits; CHO-K1 hM1, Fluo-8 calcium fluorescence, ACh EC80 antagonist;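 active = percent inhibition above its own plate's cutoff, namely the mean of that plate's compound wells plus 3 SD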;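 also: peak over basal fluorescence ratio during 140 s after agonist addition; 0% = ACh EC80 plus DMSO and 100% = DMSO alone without agonist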
# Target sequence (P11229 whole entry, looked up): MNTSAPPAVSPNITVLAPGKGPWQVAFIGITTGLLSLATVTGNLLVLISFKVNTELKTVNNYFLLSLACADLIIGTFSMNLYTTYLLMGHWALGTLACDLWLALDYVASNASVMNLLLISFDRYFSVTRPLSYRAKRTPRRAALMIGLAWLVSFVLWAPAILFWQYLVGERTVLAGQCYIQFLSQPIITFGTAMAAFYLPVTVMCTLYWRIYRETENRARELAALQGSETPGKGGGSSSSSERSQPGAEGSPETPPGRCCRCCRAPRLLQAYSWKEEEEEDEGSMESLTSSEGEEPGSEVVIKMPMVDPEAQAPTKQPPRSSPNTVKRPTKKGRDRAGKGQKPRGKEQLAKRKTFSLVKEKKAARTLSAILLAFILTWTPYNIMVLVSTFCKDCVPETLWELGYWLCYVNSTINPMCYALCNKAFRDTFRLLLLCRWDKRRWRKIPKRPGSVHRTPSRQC
# OXTR potentiate: potentiates the human oxytocin receptor response | CHO-OTR cells, Fluo-8 calcium fluorescence, potentiator mode; 0% = oxytocin EC15, 100% = EC100 | activation, % at 3 µM | 320,000 compounds, 0.061% hits;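 active = activation above that plate's cutoff, the mean activation of tested compounds plus 3 SD, cut at about 6.6% in these data, passing the limit was not always enough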;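 also: 100% uses oxytocin at 75 nM as the full agonist control; some results filed as inactive read as strong as hits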
# Target sequence (P30559 whole entry, looked up): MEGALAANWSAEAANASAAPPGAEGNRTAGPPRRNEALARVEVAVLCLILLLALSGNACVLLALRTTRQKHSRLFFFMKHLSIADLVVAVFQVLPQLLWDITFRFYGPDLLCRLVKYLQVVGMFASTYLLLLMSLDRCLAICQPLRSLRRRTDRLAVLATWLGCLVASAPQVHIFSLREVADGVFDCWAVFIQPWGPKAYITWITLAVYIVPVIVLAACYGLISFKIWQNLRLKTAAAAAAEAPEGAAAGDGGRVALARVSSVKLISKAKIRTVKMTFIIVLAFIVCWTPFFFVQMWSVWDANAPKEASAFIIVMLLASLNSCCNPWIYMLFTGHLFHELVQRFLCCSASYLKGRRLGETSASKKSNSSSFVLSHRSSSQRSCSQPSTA
#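 Material: CHO-OTR cells, human receptor; compound dosing: single dose, 3.0 µM nominal final compound concentration; schedule: 6 min compound pre-incubation at room temperature, 100 s kinetic read; measured by: kinetic Fluo-8 calcium fluorescence; read-out basis: % activation vs EC15 and EC100 oxytocin; controls: EC15 oxytocin alone as 0%, 75 nM oxytocin as 100%; replicates: singlicate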
# M1 ag: agonists of human M1 muscarinic receptor | 360,000 compounds, 0.33% hits | activation, % at 3 µM | P11229 | CHO-K1 hM1, Fluo-8 calcium fluorescence, agonist mode; 0% DMSO, 100% acetylcholine EC100 | AID 588814;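 active = activation above the run's mean compound activation plus 3 SD, cut at about 16% in these data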;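 also: peak over basal fluorescence ratio within a 140 s kinetic read after compound addition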
# The depositor's hits bear a star; . = not tested or not shown.
Structure	TAAR1 antag	CHO-K1 Ca antag	CHO-K1 Ca PAM	CHO parental Ca	M1 ag parental	TAAR1 agonist	M1 antag	OXTR potentiate	M1 ag
O=C(CSc1nc2ccccc2o1)Nc1ccc(N2CCOCC2)c(Cl)c1	24	28*	0	11	13	9	25	-11	-2
COC(=O)c1nc2cc(C)ccn2c1F	-10	5	-8	0	-0.2	0	-4	-6	6
COC(=O)c1[nH]nc2c1C(=O)N(C1CCCCC1)C2=O	-6	-3	8	-2	0.4	0	-15	1	0
Cc1cc(-c2nnc(SCC(=O)N3C(C)CCCC3C)o2)no1 (stereo not drawn)	-7	-19	14	-6	0.6	5	-10	-6	-7
COc1cccc(NC(=O)C2CCCO2)c1 (stereo not drawn)	-2	-10	20	-8	0.4	2	-16	-2	-1
O=c1ccc(OCCOc2ccccc2)nn1-c1ccccc1	-1	4	4	-16	0.9	3	-2	5	-1
O=C(Nc1ccc(N2CCCCCC2)cc1)c1ccccc1Cl	6	-10	19	-17	-0.2	5	-4	-2	-14
OC[C@@H]1CN(Cc2ccc(F)cc2)C[C@H](n2cnc3c(Nc4ccccc4)ncnc32)O1	39	7	-6	.	4.4	11	6	.	-1
CC(=O)Nc1c(O)nc(SCc2ccc(Cl)cc2)[nH]c1=O	-3	-3	12	10	0.6	0	1	-8	-3
Fc1ccc(NC(=S)NCCc2ccc(Cl)cc2)cc1	2	5	11	-9	7.5	7	10	-13	-1
Nc1cc2nsnc2cc1Br	-3	1	3	-10	0.6	7	-2	-7	-1
O=C(N1CCN(c2cccc(Cl)c2)CC1)C1(S(=O)(=O)c2ccc(Cl)cc2)CC1	9	-12	15	-23	2.1	6	-4	-20	-1
COc1cccc(N(C(=O)c2cccs2)c2nc3ccccc3s2)c1	-21	26*	-9	-26	-0.3	5	2	-5	-2
CCCOC(=O)COC(=O)c1ccccc1NC(=O)c1ccccc1	-9	3	-7	-32	0.2	0	-2	-6	-5
O=C(NCc1ccc(F)cc1)c1ccc(CS(=O)(=O)Cc2ccccc2F)o1	32	12	4	-1	2.4	20	7	-18	-1
COc1ccccc1NC(=O)CSc1nc2nccnc2c(=O)n1Cc1cccs1	0	-2	-8	-21	2.5	4	7	-7	0
CC(=O)c1ccc(N(CC(=O)NCC2CCCO2)C(=O)CCC(=O)Nc2cc(C)on2)cc1 (stereo not drawn)	-5	9	-2	15	-0.7	4	-7	-5	8
CC(=O)OC1COC(n2c(O)c(N=NC(N)=S)c3ccccc32)C(OC(C)=O)C1OC(C)=O (stereo not drawn)	6	2	2	-9	2.1	4	0	1	-2
CCOC(=O)[C@@H]1[C@H]2COc3ccc(Br)cc3[C@H]2N2C(=O)N(c3ccc(Cl)cc3)C(=O)[C@]12C	6	-12	2	-18	0.7	12	-5	2	-3
NC(=O)C1CCN(C(=O)c2cc(-c3ccc(Cl)cc3)nc3ccccc23)CC1	54*	7	1	-15	7.5	7	10	3	3
COc1cccc(-n2c(CN3CCN(c4ccc(C)cc4)C(C)C3)nc3ccc([N+](=O)[O-])cc3c2=O)c1 (stereo not drawn)	0	-10	13	-19	0.0	0	10	-2	-5
COCCNC(=S)N1CCC(NC(=O)C23CC4CC(CC(C4)C2)C3)CC1	-10	-17	3	-8	5.5	1	-6	-21	-6
Cc1nn(CC(=O)NCCCN2CCOCC2)c(C)c1[N+](=O)[O-]	-7	-16	26	-17	1.9	4	-8	-7	-6
O=C(Cc1ccc2c(c1)OCCO2)N1CCN(c2ccccc2)CC1	9	-16	-2	-9	1.5	-1	-2	-2	-6
O=C(NCc1cccs1)C1CCCN(C(=O)Nc2ccc(F)cc2)C1 (stereo not drawn)	-4	-12	16	-8	2.9	3	-12	-2	-2
O=C(Nc1cccnc1)c1cc(Cl)ccc1Cl	-4	-2	11	-7	0.4	0	-26	-3	2
CCOC(=O)c1cnc(SCC(=O)N2CCOCC2)nc1N	12	-6	24	-15	9.1	7	-7	-4	-8
C=CCNC(=S)N/N=C/c1ccc(-c2ccc(Cl)cc2Cl)o1	-19	-22	11	-16	0.2	13	-22	-1	-3
O=C(CCc1nnc(-c2ccccc2)o1)NC1CCCCC1	-28	-16	23	-2	1.1	8	-3	-4	-2
O=C(CN1CCC2(CC1)OCCO2)c1ccc2cc[nH]c2c1	9	-32	12	3	-0.1	8	-14	5	-2
CCc1nnc(NC(=O)CSc2nnc(COc3ccccc3)n2-c2ccc(C)cc2)s1	-17	-4	11	-19	0.1	9	-7	-6	-2
CC1CCN(C(=O)CSc2nc3cccnc3n2C)CC1	4	10	-6	-14	-0.4	2	3	-10	-3
O=S(=O)(c1cccs1)N1CCN(S(=O)(=O)c2cccs2)CC1	17	-18	18	4	0.4	0	-1	-11	-1
COc1ccc(OC)c(Nc2nc(-c3ccc(O)c(O)c3)cs2)c1	.	-12	12	9	0.3	.	-10	-8	-2
OCCN1CCN(c2cc(C(F)(F)F)nc3c(F)cccc23)CC1	5	2	3	1	-0.2	1	-11	-3	-7
Fc1ccc(CSc2nc3ccccc3[nH]2)cc1	-5	-22	6	-5	4.2	8	12	-7	-9
O=C(C1CCN(Cc2ccc(F)cc2)CC1)N(CCc1ccccc1)Cc1ccccc1	3	7	8	-27	0.0	3	-8	-1	-7
CCOC(=O)C(C)Oc1cccc2c(=O)n(CC(=O)N3CCN(C(=O)OCC)CC3)ccc12 (stereo not drawn)	8	-1	14	-7	0.5	-2	-7	2	-12
O=C(Nc1ccc(N2CCCCC2)cc1)c1ccccn1	.	-2	4	7	0.0	.	6	-9	-7
CCC(C)Sc1ccc([C@H]2N[C@@](C)(C(=O)OC)[C@H]3C(=O)N(CC)C(=O)[C@@H]23)cc1OC (stereo partly drawn)	18	-12	10	-4	0.7	10	-13	-6	-4
CN(CC(=O)Nc1cccc(C(F)(F)F)c1)C1=NS(=O)(=O)c2ccccc21	-9	-4	-2	-12	1.5	6	-7	4	2
Cc1ccccc1NC(=S)NC1(C)CCS(=O)(=O)C1 (stereo not drawn)	14	-3	15	0	0.6	0	-3	-3	-4
O=C(O)c1ccc(NS(=O)(=O)c2ccc(NC(=O)c3ccccc3Cl)cc2)cc1	0	-5	-9	-2	-0.3	2	7	8	-1
Cc1ccc(NC(=O)c2ccc(S(=O)(=O)NCc3ccco3)cc2)cc1	-1	-14	16	-4	2.4	0	-11	-11	-3
CCCCN=Cc1c(C)[nH]n(-c2ccccc2)c1=S	9	-11	14	16	0.5	4	-8	-1	-3
CCN(CC)c1ccc(-c2nc3cnccn3c2NC2CCCC2)cc1	-8	13	-2	-17	-0.3	5	1	-18	-2
COc1ccc(C)cc1NC(=O)Nc1cccc(C(=O)O)c1	-16	-7	1	8	0.0	1	-7	-14	-7
C=CCNC(=O)/C(C#N)=C/c1cc(Br)ccc1OC	-23	-6	14	-22	0.9	11	-6	-5	1
O=C(Nc1cccc2ccccc12)c1csc(COCCO)n1	-23	-8	11	.	0.3	2	3	.	-3
CCCn1nnc(NC(=O)c2ccc(OC)cc2)n1	1	8	11	9	0.1	12	-3	-8	-3

# Next part, overlapping the part above by 3 compounds.
Structure	TAAR1 antag	CHO-K1 Ca antag	CHO-K1 Ca PAM	CHO parental Ca	M1 ag parental	TAAR1 agonist	M1 antag	OXTR potentiate	M1 ag
C=CCNC(=O)/C(C#N)=C/c1cc(Br)ccc1OC	-23	-6	14	-22	0.9	11	-6	-5	1
O=C(Nc1cccc2ccccc12)c1csc(COCCO)n1	-23	-8	11	.	0.3	2	3	.	-3
CCCn1nnc(NC(=O)c2ccc(OC)cc2)n1	1	8	11	9	0.1	12	-3	-8	-3
O=C(CN(C(=O)c1nsc(Cl)c1Cl)c1cccc(F)c1)NC1CCCC1	0	-1	-3	-12	-0.2	-2	-3	-5	-6
COc1ccc(CCCc2nnc(SCC(=O)Nc3cc(C)ccc3C)o2)cc1	2	-25	10	-3	1.9	2	-5	-11	-4
COc1ccc(C2c3[nH]c4ccccc4c3CCN2C(=O)c2ccc(=O)n(C)n2)c(F)c1 (stereo not drawn)	-6	-16	25	-11	0.4	16	2	-12	-8
CCOC(=O)c1c(C)[nH]c(C)c1C(=O)COC(=O)/C=C/c1cccc(F)c1	1	-10	16	0	1.0	-1	1	-5	-7
CCOc1cc(/C=C/C(=O)c2ccc3c(c2)OCCO3)ccc1OCC(=O)N(C)C	8	-2	-3	-15	2.0	9	-10	-5	2
O=C(NCC1CCCO1)c1cc2cc(Cl)ccc2[nH]1 (stereo not drawn)	-8	4	-20	-3	1.1	4	-7	-6	2
COc1ccc(S(=O)(=O)Nc2cc(S(=O)(=O)c3ccccc3)c(O)cc2C)cc1	5	-10	1	-12	1.8	-4	-7	-2	-5
CC1CCN(c2nc(-c3ccccc3O)nc3ccccc23)CC1	-10	-6	16	-16	0.0	2	2	5	-2
COc1cccc(OCc2cc(C(=O)N3CCN(C)C(c4ccccc4)C3)no2)c1 (stereo not drawn)	.	-13	14	-19	3.9	.	-1	-10	-3
CCOC(=O)CC1=CC(=O)Nc2ccccc2N1	20	-2	17	-8	0.9	-1	-8	1	-5
O=C(CN1c2ccccc2S(=O)(=O)c2ccccc21)NCc1ccc(F)cc1	10	0	-14	-6	4.0	3	7	-10	5
CCN(C(=O)COC(=O)c1ccc2ccccc2c1)c1c(N)n(Cc2ccccc2)c(=O)[nH]c1=O	8	6	-12	0	-0.1	5	14	-6	0
Cc1ccc(S(=O)(=O)N2CCC(=O)N(C(COCc3ccc(C(F)(F)F)cc3)Cc3ccccc3)CC2)cc1 (stereo not drawn)	4	1	6	-9	-0.3	7	1	-13	-2
CN(Cc1ccc(F)cc1)S(=O)(=O)c1ccc2[nH]c(=O)[nH]c2c1	-9	-9	17	.	0.2	4	-29	.	2
Cc1cc(C)c(C(=O)CSC2=NC(N)=C(C#N)C3(CCCCC3)C2C(N)=O)cc1C (stereo not drawn)	22	-29	-3	-24	1.0	7	9	-3	-2
CCOC(=O)C1=C(C)N(CCCC(=O)O)C(=O)NC1c1cc2ccccc2c2ccccc12 (stereo not drawn)	-9	.	.	-12	.	17	.	-6	.
